# Luminol counter – luminol signal inhibition, Nox1 inhibitor counter-screen; HRP/luminol/H2O2 chemiluminescence counterscreen; inhibition, % at 6.7 µM; 16,000 tested, 0.4% active; AID 1823; also: reference of the scale not given here
# Nox1 inh – human Nox1 inhibition; Q9Y5S8; HT29 cells, luminol chemiluminescence ROS; inhibition, % at 6.7 µM; 16,000 tested, 0.81% active; AID 1792
# rat GALR2 agon – activates the rat galanin receptor 2; O08726; cell-based GALR2 agonist screen; activation, % at 10 µM; 16,000 tested, 0.5% active; in the data active = activation above about 15%
# Target sequence (O08726 whole entry, looked up): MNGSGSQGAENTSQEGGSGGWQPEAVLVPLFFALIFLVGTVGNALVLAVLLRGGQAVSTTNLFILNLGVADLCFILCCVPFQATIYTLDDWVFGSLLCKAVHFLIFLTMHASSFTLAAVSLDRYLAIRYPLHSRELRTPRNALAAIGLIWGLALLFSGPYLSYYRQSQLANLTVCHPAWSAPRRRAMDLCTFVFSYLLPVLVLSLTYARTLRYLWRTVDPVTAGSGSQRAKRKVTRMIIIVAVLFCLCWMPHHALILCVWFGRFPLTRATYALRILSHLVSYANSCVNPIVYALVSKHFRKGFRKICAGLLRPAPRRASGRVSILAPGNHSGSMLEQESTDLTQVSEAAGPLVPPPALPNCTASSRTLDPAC
# TLR4 MyD88 blk – inhibitors of human TLR4-MyD88 binding | 16,000 tested, 0.06% active | O00206 | Cell-based TLR4-MyD88 binding inhibition assay | inhibition, % at 10 µM | AID 811; in the data active = inhibition above about 45%
# NOTCH ag – activates NOTCH signaling in reporter cells. NOTCH signaling luciferase reporter cells, luminescence. activation, % at 2.5 µM. 15,000 tested, 0.4% active. AID 434982; in the data active = activation above about 2.2%
# PME-1 Maybr inh – inhibitors of human PME-1 in Maybridge library; 16,000 tested, 0.5% active; recombinant PME-1, FP-Rh probe fluorescence polarization; Q9Y570; AID 2291; inhibition, % at 9 µM; in the data active = inhibition above about 30%
# Target sequence (Q9Y570 whole entry, looked up): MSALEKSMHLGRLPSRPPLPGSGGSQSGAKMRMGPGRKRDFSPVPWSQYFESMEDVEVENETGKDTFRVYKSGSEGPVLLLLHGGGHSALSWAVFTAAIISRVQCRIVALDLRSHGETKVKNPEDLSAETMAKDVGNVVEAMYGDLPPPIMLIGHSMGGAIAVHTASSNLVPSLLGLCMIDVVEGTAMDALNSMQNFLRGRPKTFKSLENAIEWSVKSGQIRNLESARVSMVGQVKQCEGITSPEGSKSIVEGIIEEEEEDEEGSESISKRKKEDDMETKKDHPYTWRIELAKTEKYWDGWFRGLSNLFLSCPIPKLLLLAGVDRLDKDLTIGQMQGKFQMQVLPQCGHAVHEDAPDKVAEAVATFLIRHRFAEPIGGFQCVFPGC
# KOR antag MB – antagonists of human kappa opioid receptor OPRK1, Maybridge library | P41145 | OPRK1 cells, antagonist mode, fluorescence readout | inhibition, % at 9 µM | 16,000 tested, 0.4% active | AID 652031; in the data active = inhibition above about 50%
# S1P1 ag – S1P1 (human) receptor agonism | activation, % at 4.5 µM | P21453 | 16,000 tested, 1.5% active | AID 1044 | S1P1 agonist cell-based reporter assay; in the data active = activation above about 80%
# Starred values were filed as active, the others as inactive; nt = no result given. Rule as the data show it, unless noted: active = inhibition above about 75%; inactive = the rest.
# Key to letters: A = Luminol counter; B = Nox1 inh; C = rat GALR2 agon; D = TLR4 MyD88 blk; E = NOTCH ag; F = PME-1 Maybr inh; G = KOR antag MB; H = S1P1 ag
Fc1ccc2nsnc2c1
  A: -8; B: 18; C: -4; D: -18; E: -0.8; F: 6; G: 25; H: -3

CS(=O)(=O)c1ncc(Cl)cn1
  A: -3; B: -7; C: -7; D: -14; E: 0.5; F: 3; G: -1; H: 10

Cc1ccc(S(C)(=O)=NC(=O)c2ccc(C(C)(C)C)cc2)cc1 (stereo not drawn)
  A: 2; B: -65; C: -8; D: 4; E: -0.7; F: 3; G: -4; H: 1

CN1C/C(=C\c2ccc(C(F)(F)F)cc2)C2=NN(C)C(c3ccc(C(F)(F)F)cc3)C2C1 (stereo not drawn)
  A: 1; B: -69; C: -8; D: 4; E: -0.5; F: -2; G: 0; H: -4

CSc1sc(C(=O)Nc2ccc(F)c(Cl)c2)c(-c2ccc(Cl)cc2)c1C#N
  A: -3; B: 45; C: -9; D: -6; E: 0.2; F: -42; G: -2; H: -7

CC1=C(OS(=O)(=O)c2cc(Cl)sc2Cl)C(=O)CC1
  A: 2; B: -30; C: -8; D: 5; E: nt; F: 0; G: -5; H: -20

O=C1NNC(c2ccccc2)C1c1ccccc1 (stereo not drawn)
  A: -3; B: -25; C: -6; D: 0; E: 0.4; F: 2; G: 2; H: -10

CSC(=CC(=O)c1ccc(Oc2ccccc2)cc1)SC
  A: -1; B: -28; C: -7; D: -10; E: -0.3; F: -8; G: 4; H: 73

O=C(O)CCC12CC3CC(CC(Br)(C3)C1)C2
  A: 3; B: -15; C: -7; D: -1; E: 0.8; F: -4; G: -38; H: -6

COc1c(Br)cc(C#N)cc1Br
  A: -6; B: 8; C: -1; D: -7; E: 0.3; F: 8; G: 27; H: -9

COCCCN=C(Nc1cc(C)c(C)cc1C)SC
  A: 2; B: -20; C: -2; D: 5; E: -0.6; F: 1; G: 1; H: 4

O=C(c1cccs1)N1CCCN(S(=O)(=O)c2cccc(Cl)c2Cl)CC1
  A: -3; B: -11; C: -9; D: -11; E: -0.7; F: 5; G: -8; H: -1

O=C(N/C=C/c1cccs1)NCc1ccc(C(F)(F)F)cc1
  A: 1; B: -22; C: -1; D: 4; E: -0.3; F: -47; G: 0; H: -18

CSc1nnc(SCC(=O)c2sc3ccc(Cl)cc3c2C)s1
  A: -1; B: 19; C: -2; D: -1; E: 0.0; F: -3; G: 6; H: 16

Cc1cc(Br)c(NC(=S)NNc2ccccc2)c(Br)c1
  A: 7; B: 100*; C: -3; D: -1; E: 0.0; F: 11; G: 13; H: -23

Cc1cn(Cc2ccccc2Cn2cc(C)c(=O)[nH]c2=O)c(=O)[nH]c1=O
  A: 0; B: -49; C: -5; D: 8; E: 0.4; F: 0; G: -83; H: -9

N#Cc1ccc(CNC(=O)Nc2ccc(OCc3ccccc3)cc2)cc1
  A: -2; B: -32; C: -6; D: 5; E: -0.4; F: -1; G: 6; H: 14

N#Cc1cnc(SCc2ccc(Cl)cc2)nc1N
  A: 1; B: -60; C: -6; D: 2; E: -0.4; F: 1; G: 4; H: 5

N#Cc1ccc(OS(=O)(=O)c2cc(C(F)(F)F)cc(C(F)(F)F)c2)cc1
  A: 3; B: -4; C: -7; D: 5; E: -0.5; F: -9; G: -6; H: 0

CN(C(=O)c1ccccc1)C1CCCCC1
  A: -2; B: 2; C: -6; D: -1; E: 0.8; F: 3; G: -8; H: -5

COc1ccc(Oc2ccc(C(F)(F)F)cc2NS(=O)(=O)c2cccc3nonc23)cc1
  A: -2; B: -19; C: -4; D: 8; E: -0.7; F: 3; G: 8; H: -19

O=C1CC23CCCCC2(C1)CC(=O)C3 (stereo not drawn)
  A: -4; B: 5; C: -3; D: 1; E: -0.4; F: 4; G: 21; H: -5

N#Cc1cccc(C#N)c1Oc1ccc(S(=O)(=O)N2CCC(C(N)=O)CC2)cc1
  A: 2; B: -47; C: -8; D: 3; E: -0.6; F: -1; G: 12; H: -4

O=C(O)CSCC(=O)N1CCC2(CC1)OCCO2
  A: -6; B: 3; C: -2; D: 2; E: nt; F: 1; G: 14; H: 8

O=C(O)/C=C/C(=O)NCC1CCC(CNC(=O)/C=C/C(=O)O)CC1 (stereo not drawn)
  A: -1; B: -39; C: -1; D: 7; E: -0.5; F: -2; G: 1; H: -20

O=C(O)CCSc1cccc2cccc(C(=O)O)c12
  A: 0; B: -31; C: -1; D: 2; E: -0.2; F: 0; G: -1; H: -3

CCOC(=O)c1cc(C23CC4CC(CC(C4)C2)C3)nc2ccccc12
  A: -1; B: -46; C: -7; D: -5; E: -0.9; F: 3; G: -25; H: -15

CSc1c(C#N)c(N)nn1C
  A: -3; B: -8; C: -4; D: 6; E: -0.2; F: 2; G: 5; H: -17

N#C/C(=C\c1cccc(F)c1)C(=O)c1csc2ccccc12
  A: 2; B: 20; C: -1; D: 7; E: -0.2; F: 5; G: -3; H: 15

CCOC(=O)C1CCN(S(=O)(=O)c2ccc(S(=O)(=O)c3ccccc3)s2)CC1
  A: 3; B: -58; C: -3; D: -5; E: 0.2; F: 11; G: -30; H: 27

CC(=O)c1sc(C(C)(C)C)cc1NC(=O)c1ccccc1C(=O)O
  A: -4; B: -23; C: -3; D: -14; E: 0.1; F: 5; G: -8; H: 5

CS(=O)(=O)c1scc(-c2ccc(Cl)cc2)c1C#N
  A: -1; B: 6; C: -7; D: -2; E: -0.2; F: 3; G: -9; H: -18

S=c1[nH]nc(Cc2ccc(Cl)c(Cl)c2)o1
  A: 73; B: -1; C: -5; D: -6; E: -0.4; F: 4; G: -7; H: -3

O=C(Cc1csc2ccc(Cl)cc12)OCc1ccccc1
  A: -1; B: 1; C: -9; D: -33; E: -0.5; F: -2; G: -1; H: -8

COc1ccc(CCNC(=O)C2CCCO2)cc1OC (stereo not drawn)
  A: -1; B: -43; C: 6; D: -8; E: -0.5; F: -1; G: 3; H: -5

COc1ccc2ccccc2c1Br
  A: -4; B: 28; C: -1; D: 0; E: 0.0; F: 8; G: 18; H: 13

Clc1cc(Cl)c2c(c1)C=C1CCCCC1(N1CCCC1)O2 (stereo not drawn)
  A: -6; B: -5; C: -7; D: -1; E: 0.0; F: 3; G: 3; H: 63

Cc1ccc([N+](=O)[O-])c(C(=O)N(CCc2ccccn2)c2ccccc2)c1
  A: 0; B: -2; C: -7; D: 3; E: 0.0; F: 1; G: -28; H: -2

Brc1ccc(-c2ccc(Br)s2)s1
  A: -4; B: -18; C: -7; D: -5; E: -0.3; F: 1; G: 16; H: -10

Cc1c(-c2ccn[nH]2)nnn1-c1cc(Cl)ccc1Cl
  A: 2; B: -45; C: -7; D: -3; E: -0.7; F: -5; G: 7; H: 7

O=C(NC(C(=O)O)c1ccccc1)c1ccc(Cl)cc1 (stereo not drawn)
  A: -2; B: 9; C: -6; D: -2; E: -0.3; F: 2; G: 3; H: -26

O=c1c2cnn(-c3ccccc3)c2nnn1/N=C/c1ccc([N+](=O)[O-])cc1
  A: -3; B: 13; C: -3; D: -1; E: -0.2; F: 4; G: 18; H: 6

N#C/C(=C\c1cc(Br)cs1)C(N)=O
  A: 3; B: -5; C: -9; D: -4; E: nt; F: 2; G: 9; H: -24

Cc1nc(C(F)(F)F)ccc1C(=O)NCc1ccc(Cl)c(Cl)c1
  A: -2; B: -7; C: -5; D: 4; E: -0.3; F: -1; G: -5; H: 6

Cc1nc(C(=O)NN)c(C(F)(F)F)o1
  A: 6; B: -40; C: -4; D: 5; E: -0.5; F: -6; G: 7; H: 18

N#CCSc1ccc2ccccc2c1
  A: -1; B: -18; C: -8; D: -2; E: 0.3; F: 3; G: -14; H: -9

Cc1onc(-c2ccccc2)c1C(=O)N/N=C/C=C/c1ccccc1
  A: -2; B: -11; C: -7; D: -6; E: -5.7; F: 5; G: -2; H: 0

O=C(CSc1n[nH]c(=O)n1C1CC1)c1ccc2c(c1)OCCO2
  A: 0; B: -2; C: -4; D: -4; E: -0.5; F: 3; G: -4; H: 3

N#C/C(=C\NCc1cccs1)S(=O)(=O)Cc1ccc(Cl)cc1
  A: -7; B: 24; C: -4; D: 1; E: 0.2; F: -3; G: 3; H: 4

CSc1nn(-c2c(Cl)cc(C(F)(F)F)cc2Cl)c(N)c1C#N
  A: -4; B: 20; C: -9; D: 2; E: -0.2; F: 12; G: -7; H: 36

CN1CCOc2cc(S(=O)(=O)NC3CCCCNC3=O)ccc21 (stereo not drawn)
  A: -5; B: 22; C: -5; D: -12; E: -0.7; F: 2; G: 25; H: -18

O=C(O)CCC(=O)Nc1ccccn1
  A: 2; B: -38; C: -4; D: 2; E: -0.2; F: 0; G: 5; H: -10

O=C(O)[C@@H]1Cc2ccccc2N1
  A: 3; B: -76; C: -8; D: 1; E: -0.5; F: -2; G: -5; H: 12

CCOC(=O)Cc1csc(NS(=O)(=O)c2ccc3c(c2)CCO3)n1
  A: 0; B: -22; C: -5; D: -1; E: -0.9; F: -4; G: -1; H: -17

COc1ccc(N=C2SCC(C(C)(C)C)=NN2C)cc1
  A: -10; B: 29; C: -6; D: -2; E: 0.2; F: 6; G: 4; H: 11

COCCCNS(=O)(=O)c1ccc(NS(=O)(=O)c2ccc(C)cc2)cc1
  A: 1; B: -32; C: -3; D: 0; E: -0.9; F: 4; G: 0; H: 6

CC(C)(C)S(=O)(=O)/C(C#N)=C/NN1CCCCC1
  A: 28; B: 35; C: -7; D: -12; E: -0.6; F: 6; G: 2; H: 3

O=C(N/N=C/c1cc(Cl)cc(Cl)c1O)C(=O)Nc1ccc(Cl)c(Cl)c1
  A: -1; B: -66; C: -6; D: 2; E: 4.1*; F: -82; G: 4; H: 14

CC(=O)N1CCC(C(=O)O/N=C(\N)c2ccc(Cl)cc2)CC1
  A: 4; B: -3; C: -3; D: 11; E: -0.1; F: 4; G: 126*; H: 17

COC(=O)c1sc(-c2ccc(Cl)cc2)cc1NC(=O)c1ccc2c(c1)CCO2
  A: -8; B: 17; C: -6; D: 2; E: -0.8; F: -13; G: -7; H: -4

# Additional structures follow.
# Key to letters: A = Luminol counter; B = Nox1 inh; C = rat GALR2 agon; D = TLR4 MyD88 blk; E = NOTCH ag; F = PME-1 Maybr inh; G = KOR antag MB; H = S1P1 ag
Cc1ccc(S(=O)(=O)Nc2cccc(S(N)(=O)=O)c2)cc1
  A: -6; B: 6; C: -4; D: 5; E: 0.1; F: 7; G: 28; H: 7

O=S(=O)(c1ccccc1C(F)(F)F)N1C=CC(C(F)(F)F)=NCC1
  A: 1; B: -9; C: -6; D: 0; E: 0.5; F: 1; G: -3; H: -10

COc1ccc(NC(=S)NNC(=O)c2ccc(-c3ccc(Cl)cc3)s2)c(OC)c1
  A: 4; B: 26; C: -7; D: -3; E: -0.2; F: 8; G: 29; H: 5

OC1CCN(C(=S)NC2CCCCCCC2)CC1
  A: 7; B: -31; C: -7; D: 1; E: -0.6; F: -4; G: 8; H: 18

O=C(NCC1CC1)c1ccccc1NS(=O)(=O)c1cccc2nonc12
  A: -6; B: 15; C: -4; D: -1; E: nt; F: 5; G: -2; H: 10

N#Cc1cnn(-c2ccc(C(F)(F)F)cc2[N+](=O)[O-])c1N
  A: -1; B: -8; C: -9; D: 4; E: nt; F: 0; G: 12; H: 0

C#Cc1cccc(NC(=O)CSc2nnc(-c3ccc(C(F)(F)F)cn3)o2)c1
  A: -4; B: 20; C: -5; D: -6; E: -2.9; F: 0; G: 3; H: -5

CCCCCC[n+]1ccccc1/C=C/c1ccc(N(C)C)cc1
  A: 22; B: -1; C: -14; D: 64*; E: -1.4; F: -17; G: 72*; H: 113*

CCCCCCCOc1ccc(=S)[nH]n1
  A: -1; B: -65; C: -8; D: 10; E: -0.2; F: 4; G: 15; H: 3

S=C(NCCCn1ccnc1)Nc1cc(Cl)ccc1Cl
  A: 8; B: -81; C: -3; D: 7; E: -5.2; F: -1; G: 4; H: 11

C=CCNC(=O)c1ccc(C(F)(F)F)nc1C
  A: 1; B: -4; C: -7; D: 9; E: -0.7; F: -1; G: 1; H: -18

# Ordered by number of heavy atoms (low to high): some entries from above.
# Key to letters: A = Luminol counter; B = Nox1 inh; C = rat GALR2 agon; D = TLR4 MyD88 blk; E = NOTCH ag; F = PME-1 Maybr inh; G = KOR antag MB; H = S1P1 ag
C=CCNC(=O)c1ccc(C(F)(F)F)nc1C
  A: 1; B: -4; C: -7; D: 9; E: -0.7; F: -1; G: 1; H: -18

OC1CCN(C(=S)NC2CCCCCCC2)CC1
  A: 7; B: -31; C: -7; D: 1; E: -0.6; F: -4; G: 8; H: 18

S=C(NCCCn1ccnc1)Nc1cc(Cl)ccc1Cl
  A: 8; B: -81; C: -3; D: 7; E: -5.2; F: -1; G: 4; H: 11

O=S(=O)(c1ccccc1C(F)(F)F)N1C=CC(C(F)(F)F)=NCC1
  A: 1; B: -9; C: -6; D: 0; E: 0.5; F: 1; G: -3; H: -10

O=C(NCC1CC1)c1ccccc1NS(=O)(=O)c1cccc2nonc12
  A: -6; B: 15; C: -4; D: -1; E: nt; F: 5; G: -2; H: 10

C#Cc1cccc(NC(=O)CSc2nnc(-c3ccc(C(F)(F)F)cn3)o2)c1
  A: -4; B: 20; C: -5; D: -6; E: -2.9; F: 0; G: 3; H: -5

COc1ccc(NC(=S)NNC(=O)c2ccc(-c3ccc(Cl)cc3)s2)c(OC)c1
  A: 4; B: 26; C: -7; D: -3; E: -0.2; F: 8; G: 29; H: 5

# Screening data: PubChem BioAssay, The Scripps Research Institute Molecular Screening Center
